mouse EphA4 binding – inhibitors of EphA4 binding to KYL peptide, primary screen, biochemical, colorimetric, mouse EphA4 (AID 689); EphA4-AP binding to KYL peptide, pNPP A405; higher % means a stronger effect; inhibition, % at 10 µM; hits with a dose series show IC50 in µM; actives 0.1% (n = 62,000); in the data active = a potency from the dose series; inactive = the rest, 99 in 100 with inhibition below about 22%
Starred values were filed as active, the others as inactive; & = joins results of further samples.

Structure | mouse EphA4 binding
Cc1ncoc1C(=O)Nc1ccc(Oc2ccccc2)cc1 | 8.0%
Cc1ccc(CC(CC(=O)O)C(=O)NC2CCCCC2)cc1 (stereo not given) | 3.9%
Cc1nn(CC(=O)Nc2ccccn2)c(C)c1[N+](=O)[O-] | 0.6%
C=CCC1(O)C(C)C(c2ccccc2)NC(c2ccccc2)C1CCC (stereo not given) | -11.2%
O=C(CSCc1nc2ccccc2[nH]1)Nc1ccc2ccccc2c1 | -7.4%
CCOc1cc2oc(=O)cc(-c3ccccc3)c2cc1CC | -0.7%
Nc1ccc(-c2nc3ccc(-c4nc5ccccc5o4)cc3[nH]2)cc1 | -12.6%
COc1ccccc1OCc1nnc(SCC(=O)c2cc(Cl)ccc2OC)o1 | 0.2%
Nc1c(C(=O)CCC(=O)O)oc2ccc(Cl)cc12 | -5.2%
COc1ccc(C(=O)n2nc(-c3ccccc3)nc2SC)cc1 | -6.4%
Cc1ccn2cc(CSc3ccccc3N)nc2c1 | -10.2%
CC(=O)NC12CC3CC(C)(C1)CC(NC(C)=O)(C3)C2 | 1.6%
CC(C)NC(=O)COC(=O)c1ccc(O)cc1 | -9.4%
CCN=C1SC(CC(=O)NCCc2ccc(OC)c(OC)c2)C(=O)N1CC (stereo not given) | 1.8%
CCOC(=O)c1cnc(-n2nc(C)cc2C)nc1NC | -4.9%
Cc1ccccc1NC(=O)NCCCN1CCCC1 | -35.8%
CSc1nc2c(c(=O)[nH]c(=O)n2C)n1C/C=C(\C)Cl | -9.9%
C=CCN1CC2CC3(COc4cc(C)cc(C)c4)C=CC2(O3)C1=O (stereo not given) | -12.2%
CCOC(=O)c1nc(N)sc1C(=O)OCC | -2.9%
O=C(Nc1cccc(C(F)(F)F)c1)N(Cc1ccc(Cl)cc1)CC(O)C(F)(F)F (stereo not given) | -3.9%
O=C(CCl)Nc1ccc(Oc2cnc3ccccc3n2)cc1 | -11.3%
CN(Cc1cccs1)C(=O)COc1cccc(-n2cnnn2)c1 | -12.8%
Cc1cc(C)n2nc(-c3sccc3-n3c(C)ccc3C)cc2n1 | -10.0%
COc1ccc2[nH]c(=O)c(CN(C(=O)c3ccncc3)C(C)(C)C)cc2c1 | -2.3%
O=C(NC1CCCCC1)C1CCN(c2nccs2)CC1 | -4.0%
Clc1ccc(COn2c(-c3ccc(Cl)cc3)nc3ccccc32)cc1 | -9.4%
CCOC(=O)c1sc(NC(=O)CCN2CCOCC2)c(C(=O)OCC)c1C | -9.3%
O=C(NCc1ccc(F)cc1)c1c(O)c2cccc3c2n(c1=O)CCC3 | -36.9%
CCCC(=O)C1=C(O)C(C(=O)OC)C(C)(C)CC1=Nc1ccc(N)cc1 (stereo not given) | -9.3%
Cc1ccc(C2Nc3ccccc3C(=O)N2Cc2ccco2)cc1 (stereo not given) | -12.8%&4.1%

Quoted at random: 4 records from the list, in no set order.
Structure | mouse EphA4 binding
O=C(NCc1ccc(F)cc1)c1c(O)c2cccc3c2n(c1=O)CCC3 | -36.9%
O=C(CSCc1nc2ccccc2[nH]1)Nc1ccc2ccccc2c1 | -7.4%
Clc1ccc(COn2c(-c3ccc(Cl)cc3)nc3ccccc32)cc1 | -9.4%
CN(Cc1cccs1)C(=O)COc1cccc(-n2cnnn2)c1 | -12.8%

The listing continues:
Structure | mouse EphA4 binding
C=CCc1cccc2cc(C(=O)N(C)C)c(=O)oc12 | -8.8%
Cc1nnc(SCCn2c(N(C)Cc3ccccc3)nc3c2c(=O)[nH]c(=O)n3C)s1 | -20.3%
CCOC(=O)Cc1csc(NC(=O)c2csc3c2CCCC3)n1 | 0.2%
Cn1nc(C(F)(F)F)c(C(=O)Nc2cccc(Cl)c2)c1Cl | -10.5%
CCOc1ccc(/C=C2\C(=O)NC(=S)N(c3ccccc3C)C2=O)cc1Cl | 17.4%
CCOc1ccc(N(CC(=O)N2CCCC2)S(=O)(=O)c2ccc(Cl)cc2)cc1 | -16.7%
Cc1c(C2CC(=O)N(c3ccccc3)C2=O)[nH]n(-c2ccccc2)c1=O (stereo not given) | -7.5%
COc1ccccc1NC(=O)c1nnn(Cc2ccccc2)c1NC(=O)C(F)(F)F | -14.4%
O=C(Nc1ncc2c(n1)-c1ccccc1OC2)c1ccc(Cl)cc1 | -1.2%
Nc1ncnc2ncc3c4ccccc4[nH]c3c12 | 13.7%
O=C1CSC(=O)N1c1ccc(O)cc1 | -15.2%
COc1cc(C(=S)N2CCOCC2)cc(OC)c1OC(=O)c1ccc(Br)cc1 | 8.4%
COC(=O)c1ccc(/C=c2\sc3nc(-c4ccc(C)cc4)nn3c2=O)cc1 | -11.5%
O=C(Nc1cccc(Cl)c1Cl)c1ccccc1 | -21.7%
Cc1ccccc1-c1nc(CS(=O)CC(=O)NCc2ccccc2)c(C)o1 (stereo not given) | -17.4%
Nc1c(-c2cccs2)cnn1-c1nc(-c2ccc(Cl)cc2Cl)cs1 | -15.5%
Cn1c(-c2ccc(CN3CCCCC3)o2)nc2ccccc21 | -6.8%
COc1ccc2oc(=O)c(C(=O)O)cc2c1 | -9.6%
CCOC(=O)C1=C(C)NC(=O)NC1c1cccc(OC)c1OCc1ccccc1Cl (stereo not given) | -0.8%
CCOC(=O)C1=C(C)Nc2ncnn2C1c1cccnc1 (stereo not given) | -7.3%
CCOCCOC(=O)c1ccc(NC(=O)COc2ccc(C)cc2Br)cc1 | -11.1%
CCc1ccc(NC(=O)C2CC=CCC2C(=O)O)cc1 (stereo not given) | -10.1%
CSc1ccc(CNc2ccccn2)cc1 | -18.3%
O=C(CSc1nc2c(sc3ccccc32)c(=O)n1CCc1ccccc1)NCc1ccco1 | 0.0%
CCN1CC=C2C(C#N)=C(N)C(C#N)(C#N)C(c3cc(Cl)ccc3Cl)C2C1 (stereo not given) | -0.6%
Cc1ccc(NC(=O)CCCOc2ccccc2)c(Br)c1 | -5.0%
CCN(CC)CCCN1C(=O)CSC1c1ccc2c(c1)OCO2 (stereo not given) | -0.1%
O=[N+]([O-])c1ccc(N2CCN(S(=O)(=O)c3ccc(F)cc3)CC2)cc1 | -9.3%
CC(C(=O)N1CCN(c2ccc(Cl)cc2)CC1)c1ncc(C(F)(F)F)cc1Cl (stereo not given) | 0.0%
CCC(C)NC(=O)CSc1nc2n[nH]c(C)c2c(=N)n1-c1ccc(OC)cc1 (stereo not given) | 2.6%

Next structures:
Structure | mouse EphA4 binding
O=C(COC(=O)C1CCN(S(=O)(=O)c2cccc3cccnc23)CC1)c1ccc(F)cc1 | -8.4%
Cc1cc(/C=C2\C(=O)NC(=O)N(c3cccc(F)c3)C2=O)c(C)n1-c1cccc([N+](=O)[O-])c1 | -9.4%
COc1ccccc1C(OC(=O)c1cccs1)C(=O)NCC1CCCO1 (stereo not given) | -2.2%
COc1cc(C2C(C#N)=C(C)NC3=C2C(=O)CC(C)(C)C3)cc(OC)c1O (stereo not given) | -18.3%
Cc1cc(C(=O)N2CCN(c3ccccc3)CC2)no1 | 9.2%
COc1ccc(C(=O)N(CCCO)C(C)C(=O)NC2CCCCC2)cc1OC (stereo not given) | 2.2%
Cc1ccc(Cn2cccc(NC(=O)NC3CCCCC3)c2=O)cc1 | -9.7%
CCC(C)(C)n1nnnc1C(c1ccc(C)cc1)N1CCCC1 (stereo not given) | -2.2%
COc1ccc(-c2nnc(NC(=O)c3ccccc3F)s2)cc1 | -2.1%
Cc1cc(C)c(NC(=O)C2CCCN2C)c(C)c1 (stereo not given) | -14.3%
O=C(Nc1cnn(Cc2ccc(Cl)c(Cl)c2)c1)c1nc2ncccn2n1 | -0.5%
COc1cc(CN(C)CCc2ccccc2)ccc1OCc1ccccc1 | -7.5%
COc1ccc(/C=C(/C#N)S(=O)(=O)c2ccc(C)cc2)cc1 | -18.7%
Clc1ccc(/C=N/Nc2ncnc3ccccc23)cc1Cl | -1.6%
CCOc1ccc(NC(=O)c2cccc(Oc3ccccc3)c2)c([N+](=O)[O-])c1 | -0.3%
Cc1ccc([N+](=O)[O-])cc1NC(=O)CN(C(=O)c1ccc(Cl)cc1)C1CCCCC1 | -8.3%
c1ccc(-c2cc(-c3nc(-c4cccnc4)no3)c3ccccc3n2)cc1 | 10.2%
O=C(NCCNS(=O)(=O)c1ccccc1)c1cc(OCC(F)(F)F)ccc1OCC(F)(F)F | -4.9%
CC(C)Cc1ccc(/C(=N/O)C(=O)O)s1 | 7.4%
COC(=O)c1nn(-c2ccccc2)c(Cl)c1/C=N/OCc1ccc(Cl)cc1Cl | 1.9%
COC(=O)c1ccc(C2C(C#N)=C(C)NC3=C2C(=O)CC(C)(C)C3)cc1 (stereo not given) | -5.6%
CC1Cc2ccccc2N1C(=O)Cn1c(=O)cc(O)c2ccccc21 (stereo not given) | -4.0%
COc1cccc(N2C(=O)/C(=C/c3ccc4c(c3)OCO4)SC2=S)c1 | 9.0%
CCOc1ccc(NC(=O)C(C)Oc2ccccc2C(=O)Nc2cccc(Cl)c2Cl)cc1 (stereo not given) | -9.1%
CCCn1c(SCC(=O)Nc2ccccc2-c2ccccc2)nnc1-c1ccoc1C | -4.1%
O=C(c1cccc([N+](=O)[O-])c1)N1CCc2ccccc2C1 | -18.3%
C=CCn1c(-c2cccn(Cc3ccccc3)c2=O)n[nH]c1=S | -9.8%
Cc1cc2ncn(-c3ncnc4scc(-c5ccccc5)c34)c2cc1C | -5.5%
O=C(NCC1CCCO1)c1cc2n(n1)C(C(F)(F)F)CC(c1ccc(Br)cc1)N2 (stereo not given) | -22.6%
Cc1cccc(-c2nsc(SCC(=O)N3CCCC3)n2)c1 | -9.8%

(further entries)
molecule,mouse EphA4 binding
Cc1ccc(C)c(NC(=O)CSc2nnc(-c3ccccc3)n2N)c1,-30.4%
Cc1ccc(C)c(N2C(=O)CC(Cc3ccc(Br)cc3)C2=O)c1 (stereo not given),-7.6%
O=C(NCCN1CCNCC1)c1ccccn1,-16.3%
CC1CCCCN1S(=O)(=O)c1ccc(NC(=O)CSc2nnnn2C)cc1 (stereo not given),-4.0%
CCN(CC)CCCNC(=O)C1c2ccccc2C(=O)N1Cc1ccc(C)cc1 (stereo not given),-12.1%
Cc1cc(Cl)ccc1OCC(=O)NCc1ccncc1,-23.3%
COC(=O)CN(c1ccc(OC)c(Cl)c1)S(C)(=O)=O,-9.0%
S=c1[nH]nc(CSc2nc3ccccc3s2)o1,-3.9%
O=C(C(Cc1ccccc1)n1cccc1)N1CCN(c2ncccn2)CC1 (stereo not given),-18.6%
CCCC(=O)NCCCc1nc2ccccc2n1CCC,-14.2%
CCOC(=O)c1ccc(S(=O)(=O)N2CCC(C(=O)O)CC2)cc1,-5.6%
Cc1ccc(N(CC(=O)NCc2ccc3c(c2)OCO3)S(C)(=O)=O)cc1,-18.5%
COCCn1c(SCC(=O)Nc2nc(C)c(Cl)cc2Cl)nc2ccccc21,-10.6%
COc1ccccc1Nc1nc(N)nc(CSc2nc(C)cc(C)n2)n1,10.1%
C[C@H](NC(=O)c1ccco1)C(=O)Nc1ccc(S(=O)(=O)N2CCCC2)cc1,-6.7%
O=S(=O)(c1cccc2nonc12)N1CCN(c2cccc(Cl)c2)CC1,-0.6%
N/C(=N\OC(=O)C1CCCCC1)c1cccnc1,-9.9%
CCOC(=O)c1ccc(NC(=O)CC2SCCNC2=O)cc1 (stereo not given),-4.1%
COc1ccc(CCNC2=NCC(C)S2)cc1 (stereo not given),-11.6%
O=C(N/N=C/c1ccc(Cl)cc1Cl)Nc1ccccc1,-8.5%
CCOC(=O)c1oc2c(c1C)C(Cl)=C(C=O)CC2,13.9%
S=C(Nc1cccc(Cl)c1)NC1CCCCC1,-6.7%
COC(=O)c1c(C(=O)OC)c(-c2cccc(C)c2)n2c1CS(=O)(=O)C2,-7.9%
CCCSc1nc(NCc2ccco2)c2c3c(sc2n1)COC(C)(C)C3,0.2%
O=C1OC(c2ccccc2)=C/C1=C/c1cccs1,-2.2%

Ordered by the number under mouse EphA4 binding (largest number first): 3 from the list above.
SMILES,mouse EphA4 binding
COCCn1c(SCC(=O)Nc2nc(C)c(Cl)cc2Cl)nc2ccccc21,-10.6%
O=C(NCCN1CCNCC1)c1ccccn1,-16.3%
Cc1ccc(C)c(NC(=O)CSc2nnc(-c3ccccc3)n2N)c1,-30.4%

New compounds follow.
molecule,mouse EphA4 binding
O=C1CCCC2=C1C(c1ccncc1)c1c(nc(SCc3ccccc3)[nH]c1=O)N2 (stereo not given),-13.5%
COc1cc(OC)cc(C(=O)N(CN2CCCC2=O)c2ccccc2OC)c1,-1.9%
COCCSc1ccccc1C(=O)NCc1ccc(S(N)(=O)=O)cc1,-1.1%
CCOC(=O)c1c(NC(C)=O)sc2c(O)c(Br)ccc12,-9.3%
CC(=O)c1c(C)[nH]c(C(=O)N2CCN(c3cc(Cl)ccc3C)CC2)c1C,0.4%
CC(C)C[C@H](NC(=O)N1CCN(c2ccccc2)CC1)C(=O)O,3.2%
O=C(Nc1ccccc1)Nc1nnc(-c2ccccc2)o1,0.7%
O=C(Nc1cccnc1)C1CCCN(S(=O)(=O)c2ccccc2)C1 (stereo not given),-0.7%
O=c1nc2ccccc2c2n1CC(CN1CCN(Cc3ccccc3)CC1)N2 (stereo not given),-14.4%
O=S(=O)(c1ccc(Br)cc1)n1nnc2ccccc21,-2.0%
CCCc1nnc(NC(=O)COC(=O)c2cc(C)nc3ccccc23)s1,-7.9%
CC1CCC(C(=O)c2c(O)c3ccccc3oc2=O)CC1 (stereo not given),-20.1%
Cc1ccc(OCCCC(=O)Nc2nccs2)cc1,-3.6%
Clc1ccc(-n2ncc3c(NCc4ccc5c(c4)OCO5)ncnc32)cc1,5.0%
Cc1nc(COC(=O)c2ccc(S(=O)(=O)N3CCCC3)cc2)cs1,-4.9%
COc1cccc(C=C2C(=O)NC(=O)NC2=O)c1O,0.2%
CCOC(=O)c1oc2ccc(S(=O)(=O)n3nc(-c4ccc(C)cc4)cc3N)cc2c1C,-0.6%

In a second layout: 2 of the compounds above
mouse EphA4 binding | SMILES
-1.9% | COc1cc(OC)cc(C(=O)N(CN2CCCC2=O)c2ccccc2OC)c1
-1.1% | COCCSc1ccccc1C(=O)NCc1ccc(S(N)(=O)=O)cc1

Compound activity as filed in PubChem BioAssay.

Not all compounds are listed; count on the stated rates, not on these rows.
